PfHsp40 yeast = rescue of PfHsp40-mediated yeast toxicity; AID 504582; 340,000 compounds, 0.68% hits; growth rescue, % at 12.5 µM; S. cerevisiae expressing PfHsp40, growth rescue, ATP luminescence; in the data active = growth rescue above about 28%, passing the limit was not always enough; inconclusive = no clear call, values can overlap the other calls;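 note: yeast W303a lacking pdr1 and pdr3 grown in galactose medium; growth measured after three days at 30 °C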
GDH-TPI inh = inhibits GDH-TPI coupling enzymes, artifact for Mtb FBA screen; AID 588335; inhibition, % at 4.8 µM; 360,000 compounds, 1.2% hits; GDH-TPI coupled enzyme counterscreen, NADH absorbance; in the data active = inhibition above about 30%;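 note: 0% = DMSO wells and 100% = wells lacking the enzyme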
FBA Mtb inh = inhibits M. tuberculosis FBA enzyme. purified M. tuberculosis FBA, fluorescence read-out. AID 588726. inhibition, % at 1 µM. 360,000 compounds, 2.3% hits. P9WQA3; in the data active = inhibition above about 27%;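 note: 0% = vehicle and 100% = reference inhibitor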
Target sequence (P9WQA3 whole entry, looked up): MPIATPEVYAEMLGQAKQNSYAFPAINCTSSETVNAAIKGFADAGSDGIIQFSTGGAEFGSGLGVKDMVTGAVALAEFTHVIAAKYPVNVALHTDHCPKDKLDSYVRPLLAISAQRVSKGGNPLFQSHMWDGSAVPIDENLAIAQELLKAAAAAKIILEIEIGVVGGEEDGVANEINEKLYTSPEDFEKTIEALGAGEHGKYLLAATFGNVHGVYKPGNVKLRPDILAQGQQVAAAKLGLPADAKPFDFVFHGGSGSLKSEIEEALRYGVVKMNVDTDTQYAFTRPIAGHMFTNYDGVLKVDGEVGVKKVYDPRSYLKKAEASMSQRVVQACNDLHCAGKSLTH
Mtb BioA inh = blocks M. tuberculosis BioA enzyme activity; purified M. tuberculosis BioA enzyme, plate reader; inhibition, % at 9.99 µM; 360,000 compounds, 0.096% hits; AID 602481; in the data active = inhibition above about 40%; inconclusive = no clear call, values can overlap the other calls
Vc quorum ag = quorum light induction in luxS cqsA deficient V. cholerae | V. cholerae BH1578 lux reporter, luminescence, 6 h | activation, % at 18.7 µM | 350,000 compounds, 0.16% hits; in the data active = activation mostly above about 9.7%, no sharp cut-off; inconclusive = no clear call, values can overlap the other calls; inactive = mostly below about 3.7%; note: not every result past the cut was called active; inactives centre near 0; reference of the scale not given here
TcdB inh = inhibitors of Clostridioides difficile toxin B glycohydrolase | TcdB glycohydrolase enzymatic assay, plate reader | inhibition, % at 9.99 µM | 350,000 compounds, 0.24% hits | P18177; in the data active = inhibition above about 10%
Y pestis TopoI = blocks Yersinia pestis topoisomerase I activity; activity, % at 10 µM; AID 504884; Y. pestis Topo-I cleavage product accumulation, plate reader; 360,000 compounds, 0.064% hits; in the data active = activity above about 50%, passing the limit was not always enough; inconclusive = no clear call, values can overlap the other calls; note: inactives centre near 2
FadD28 binding = M. tuberculosis FadD28 bisubstrate binding inhibition; FadD28 bisubstrate probe binding, fluorescence polarization; inhibition, % at 12.5 µM; 360,000 compounds, 0.22% hits; AID 588549; in the data active = inhibition above about 8.5%, passing the limit was not always enough; inconclusive = no clear call, values can overlap the other calls
UGM FP inh = blocks M. tuberculosis UGM enzyme; P9WIQ1; purified UGM, fluorescence polarization probe displacement; inhibition, % at 10 µM; 320,000 compounds, 0.06% hits; in the data active = inhibition above about 10%, passing the limit was not always enough; inconclusive = no clear call, values can overlap the other calls
Target sequence (P9WIQ1 whole entry, looked up): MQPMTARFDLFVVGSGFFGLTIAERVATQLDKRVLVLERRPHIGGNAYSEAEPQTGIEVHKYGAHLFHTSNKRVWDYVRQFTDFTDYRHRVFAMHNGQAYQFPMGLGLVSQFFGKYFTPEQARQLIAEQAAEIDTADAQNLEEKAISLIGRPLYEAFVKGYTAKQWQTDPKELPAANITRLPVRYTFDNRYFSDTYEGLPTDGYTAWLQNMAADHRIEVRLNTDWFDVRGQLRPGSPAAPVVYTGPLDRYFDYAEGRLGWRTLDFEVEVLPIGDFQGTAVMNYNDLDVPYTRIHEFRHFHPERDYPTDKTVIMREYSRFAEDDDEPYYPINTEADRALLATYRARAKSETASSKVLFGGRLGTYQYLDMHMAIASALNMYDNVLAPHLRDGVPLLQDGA
Numbers without * were called inactive; i = inactive; ? = inconclusive; · = not tested or not shown; & = joins results of further samples.

1	O=C(OCc1c(-c2ccccc2)ncc2ccccc12)c1cccc(Br)c1
2	O=C(NCCN1CCOCC1)/C(=C/c1ccc(F)cc1)NC(=O)c1ccccc1
3	O=C1CC(=O)CC(c2ccccc2)C1
4	Cc1cccn2c(=O)nc(SCC(=O)Nc3ccc4c(c3)OCO4)nc12
5	CCOc1ccc(CN(C)C(=O)c2ccc3ccccc3n2)cc1
6	O=C(CSCc1ccccc1)Nc1ccc(S(=O)(=O)N2CCOCC2)cc1
entry no.,1,2,3,4,5,6
PfHsp40 yeast,2.6,-0.2,-0.5,-1.7,-0.8,-0.5
GDH-TPI inh,-8.5,5.2,-7.9,3.8,-1.5,-13.0
FBA Mtb inh,-1.7,1.8,-0.1,-0.8,-5.5,-1.0
Mtb BioA inh,0.6,-1.0,·,-0.5,2.7,·
Vc quorum ag,1.5,i,i,i,i,i
TcdB inh,1.0,-0.1,1.4,-0.2,1.7,·
Y pestis TopoI,1.6,-7.2,-1.2,3.7,13.2,-1.0
FadD28 binding,-5.0,-2.1,-4.5,-1.1,-6.0,-2.9
UGM FP inh,3.3,3.4,-0.2,-1.2,-1.2,-2.0

7	Cc1cc(C)c(S(=O)(=O)N2CCN(S(=O)(=O)N3CCCCCC3)CC2)c(C)c1
8	N#CC(=C1CCCC1)c1nc(-c2ccccc2)cs1
9	Cc1cc(NC(=O)COC(=O)c2ccc([N+](=O)[O-])cc2Cl)no1
10	COc1ccc(OC)c(Cc2nnc(CCC(=O)NCc3ccsc3)o2)c1
11	CC(=O)N1CCOc2cc(S(=O)(=O)NCc3ccc(F)cc3)c(C)cc21
12	O=C(NCc1ccccc1)c1cc(C2COCCN2C(=O)c2ccc3c(c2)CCO3)on1 (configuration not stated)
entry no.,7,8,9,10,11,12
PfHsp40 yeast,0.0,1.0,-1.8,1.0,-1.0,·
GDH-TPI inh,0.8,17.5,2.5,-2.6,-4.0,9.8
FBA Mtb inh,5.5,-3.7,2.6,-1.6,-2.3,3.5
Mtb BioA inh,1.5,·,-0.3,·,0.5,4.2
Vc quorum ag,-1.5,-6.6,-1.6,i,-0.2,3.0
TcdB inh,2.9,·,-5.4,1.2,1.7,0.9
Y pestis TopoI,-8.3,16.0,-7.5,-7.3,0.3,-5.6
FadD28 binding,0.2,-2.2,-0.9,-2.6,-3.4,0.4
UGM FP inh,-0.8,0.5,-3.1,2.9,-0.6,·

13	CC(C)c1cc(CNC(=O)c2ccc(OC3CCN(Cc4ccccn4)CC3)cc2)on1
14	CN1CCN(NC(=O)c2cc([N+](=O)[O-])cc([N+](=O)[O-])c2)CC1
15	CC(C)CCN1CCN(Cc2cccn2-c2ccccn2)CC1CCO (configuration not stated)
16	CCS/C(N)=N/N=C/c1cc(C)ccc1O
17	CCN(c1cccc(C)c1)S(=O)(=O)c1cccc(C(=O)O)c1
18	CCCc1cc(=O)[nH]c(SCC(=O)c2c(N)n(C3CC3)c(=O)[nH]c2=O)n1
entry no.,13,14,15,16,17,18
PfHsp40 yeast,-1.5,-0.7,0.3,-0.5,0.0,-0.2
GDH-TPI inh,17.7,5.6,7.0,23.0,-2.5,1.4
FBA Mtb inh,1.6,-1.5,4.9,1.7,1.9,2.7
Mtb BioA inh,-1.7,-0.5,·,·,-2.8,2.1
Vc quorum ag,-0.2,-1.7,i,-12.5,-0.2,i
TcdB inh,1.6,·,0.0,·,·,0.1
Y pestis TopoI,-1.3,9.6,-5.5,-5.2,6.5,1.8
FadD28 binding,0.2,-4.0,-2.2,0.8,-1.1,-1.8
UGM FP inh,4.8,1.6,2.0,-6.7,-3.7,0.3

19	CCCCCn1c(N2CCN(c3cccc(Cl)c3)CC2)nc2c1c(=O)[nH]c(=O)n2C
20	CCCCCCCCOc1ccc(C2OC34CCCCC3C(C#N)(C#N)C2(C#N)C(=N)O4)cc1 (configuration not stated)
21	CC(C)(C)n1nnnc1CN(Cc1ccco1)Cc1cc2cc3c(cc2[nH]c1=O)OCO3
22	Nc1ccc2oc(-c3cccc(Br)c3)nc2c1
23	CSc1nnc2c(n1)OC(C)=Nc1ccccc1-2
24	CC1Cc2cc(S(=O)(=O)N3CCN(c4cccc(Cl)c4)CC3)ccc2N1C(=O)C1CC1 (configuration not stated)
entry no.,19,20,21,22,23,24
PfHsp40 yeast,0.4,1.5,1.5,1.8,1.1,-0.1
GDH-TPI inh,-5.0,-2.2,21.2,14.7,7.4,5.6
FBA Mtb inh,-1.7,49.8*,45.8*,3.0,-1.5,2.5
Mtb BioA inh,-0.5,-9.1,-4.1,4.4,2.2,-1.3
Vc quorum ag,·,i,0.3,-6.2,i,i
TcdB inh,·,·,·,·,·,6.4
Y pestis TopoI,-1.0,-2.3,2.4,7.3,-1.9,9.6
FadD28 binding,1.1,4.0,-2.1,-2.5,-2.3,-2.0
UGM FP inh,-0.9,4.3,0.7,2.0,2.0,3.1

25	CCOC(=O)c1c(S(=O)(=O)NCCc2ccccc2)c(C)n(C)c1C
26	CC(Oc1ccc(-c2nccc(-c3ccccn3)n2)cc1)C(=O)NN (configuration not stated)
27	Cn1c(SCC(=O)Nc2ccc(N3CCOCC3)c(Cl)c2)nnc1C(O)c1ccccc1 (configuration not stated)
28	COc1ccccc1NC(=O)C1=C(C)Nc2nc(-c3cccs3)nn2C1c1cccc(O)c1 (configuration not stated)
29	COCc1cc(C)n(CC(=O)Nc2ccc(N3CCOCC3)cc2)c(=O)c1C#N
30	O=C(CSc1nnc(CCCN2C(=O)c3cccc4cccc(c34)C2=O)n1-c1ccccc1)N1CCCCC1
entry no.,25,26,27,28,29,30
PfHsp40 yeast,6.7,1.4,1.6,-0.3,1.1,0.7
GDH-TPI inh,-8.6,-3.4,5.2,3.7,17.6,3.7
FBA Mtb inh,2.0,1.6,-0.7,0.1,1.0,10.0
Mtb BioA inh,1.0,-0.7,·,·,·,·
Vc quorum ag,i,-2.2,-0.4,-0.3,1.9,-0.3
TcdB inh,1.2,·,·,·,1.8,·
Y pestis TopoI,-4.2,2.4,8.4,-5.8,-4.3,24.6
FadD28 binding,-4.2,-1.7,1.5,-3.5,0.6,-6.0
UGM FP inh,-1.9,-0.3,-0.5,0.4,·,-1.9

31	CCOC(=O)c1c(O)c2ccccc2n(-c2ccccc2)c1=O
32	O=C(c1ccc2c(c1)C(=O)N(CCCO)C2=O)c1ccc2c(c1)C(=O)N(CCCO)C2=O
33	CSc1cccc(CN2CCC(n3nccc3NC(=O)C3CC3)CC2)c1
34	CCOC(=O)C1=C(C)NC(=S)NC1c1ccco1 (configuration not stated)
35	O=c1[nH]cnc2c1nnn2Cc1ccccc1
36	CNC[C@H]1Oc2ccc(NC(=O)Cc3cn(C)c4ccccc34)cc2CC(=O)N([C@@H](C)CO)C[C@H]1C
entry no.,31,32,33,34,35,36
PfHsp40 yeast,0.3,1.1,0.1,-0.1,-1.5,-0.3
GDH-TPI inh,10.1,13.4,-0.4,-5.4,-0.9,-1.3
FBA Mtb inh,0.4,2.5,-2.2,1.0,3.1,-1.4
Mtb BioA inh,-2.5,-1.4,0.5,-0.7,-3.9,-1.6&-2.6
Vc quorum ag,-0.2,-0.5,-0.6,-0.6,i,-0.3
TcdB inh,·,·,2.3,-1.4,0.1,0.7&0.6
Y pestis TopoI,-14.4,2.0,-6.6,-0.1,1.6,14.6
FadD28 binding,-1.2,-0.1,-1.8,-3.3,-0.5,-3.2
UGM FP inh,4.1,-0.9,0.1,0.4,-1.4,-0.9

Profiles, looked up by structure. Order of values: PfHsp40 yeast	GDH-TPI inh	FBA Mtb inh	Mtb BioA inh	Vc quorum ag	TcdB inh	Y pestis TopoI	FadD28 binding	UGM FP inh
CCOC(=O)C1=C(C)NC(=S)NC1c1ccco1 (configuration not stated) is listed with -0.1	-5.4	1.0	-0.7	-0.6	-1.4	-0.1	-3.3	0.4
O=C(c1ccc2c(c1)C(=O)N(CCCO)C2=O)c1ccc2c(c1)C(=O)N(CCCO)C2=O is listed with 1.1	13.4	2.5	-1.4	-0.5	·	2.0	-0.1	-0.9

Next records follow:
37	Cc1ccc(NC(=O)C2CCN(C(=O)N3CCOc4ccccc43)CC2)cc1
38	CN(CC(=O)Nc1cccc(F)c1)C(=O)CCSc1ccc(F)cc1
39	COc1ccc(C(=O)Sc2nncc3ccccc23)cc1
40	C=C(C)C(=O)N1CCN(C(=O)C(=C)C)c2ccccc21
41	Cc1cccc(C(=O)NNC(=O)C2CCCO2)c1 (configuration not stated)
42	Cc1sc2nc(CSCC(=O)N(CCC#N)c3ccccc3)[nH]c(=O)c2c1C
entry no.,37,38,39,40,41,42
PfHsp40 yeast,-1.0,1.5,0.4,0.8,-1.0,1.1
GDH-TPI inh,2.9,6.9,7.4,6.0,0.6,-4.7
FBA Mtb inh,1.0,-0.7,0.7,2.9,1.5,3.3
Mtb BioA inh,2.3,1.7,·,-3.0,0.2,-0.7
Vc quorum ag,-1.2,2.4,0.6,2.0,7.4,-0.6
TcdB inh,0.8,3.1,-0.8,-2.8,·,1.3
Y pestis TopoI,24.4,-4.0,-7.1,-2.2,5.9,-2.7
FadD28 binding,-0.1,-2.0,-4.2,0.5,-1.2,-1.0
UGM FP inh,-3.3,-0.6,-1.5,·,-1.2,-0.6

43	CC(Nc1ccc(N2CCOCC2)cc1)C(=O)N1c2ccccc2CC1C (configuration not stated)
44	O=C(c1ccccn1)N1CCN(c2cccc(C(F)(F)F)c2)CC1
45	COc1cccc(/C=N/Nc2nnc3c(n2)[nH]c2ccccc23)c1OC
46	Cc1cc(-c2ccc(C(C)C)c(S(=O)(=O)Nc3cc(C)on3)c2)on1
47	COc1ccc(-c2ccc(C)cc2)cc1[C@H]1[C@@H]2C=CCC[C@@]2(C)C(=O)N1Cc1ccccc1
48	CCN(CC(=O)Nc1c(F)cccc1F)C(=O)Cc1csc(-c2ccccc2)n1
entry no.,43,44,45,46,47,48
PfHsp40 yeast,-0.2,-0.6,-1.6,-0.7,-0.3,0.6
GDH-TPI inh,3.6,-6.6,21.3,9.2,11.1,-1.7
FBA Mtb inh,3.8,0.0,1.8,-1.0,-0.7,-0.2
Mtb BioA inh,·,·,·,·,-1.6,0.6
Vc quorum ag,-2.4,i,-0.5,i,2.2,-0.2
TcdB inh,-6.9,0.4,0.4,1.4,0.0,3.6
Y pestis TopoI,2.9,3.0,-6.0,3.6,19.6,2.9
FadD28 binding,-2.0,-1.4,-1.7,-0.3,-1.4,-1.2
UGM FP inh,-0.9,-4.1,-2.1,3.9,1.8,1.6

49	COc1ccc2c(c1)OC[C@H]1[C@H]2N2C(=O)c3cc(Cl)ccc3NC(=O)[C@@]2(C)[C@H]1c1ccccc1
50	Cc1cc(NC(=O)CCc2ccccc2)c([N+](=O)[O-])cc1C
51	O=[N+]([O-])c1cc(S(=O)(=O)N2CCCC2)ccc1SCCO
52	O=C(O)c1csc(Br)c1Br
53	CCC1CCCCN1CCCNC(=O)c1ccc(CS(=O)(=O)c2ccc(Br)cc2)o1 (configuration not stated)
entry no.,49,50,51,52,53
PfHsp40 yeast,?,-0.8,0.4,1.1,-0.8
GDH-TPI inh,5.2,6.6,8.2,-9.7,6.9
FBA Mtb inh,-1.0,2.1,-0.5,4.8,0.1
Mtb BioA inh,0.6,0.4,-0.4,1.2,-3.0
Vc quorum ag,-0.5,0.2,1.3,1.0,-0.5
TcdB inh,·,·,-0.1,·,-0.1
Y pestis TopoI,10.8,-6.6,1.3,5.0,-6.2
FadD28 binding,-6.4,-1.5,-0.7,-3.0,-0.6
UGM FP inh,2.7,1.1,-0.4,3.2,-1.3

Bioassay records from PubChem BioAssay.
